Screening data: PubChem BioAssay, The Scripps Research Institute Molecular Screening Center
CHRM1 antagonist: human M1 muscarinic receptor antagonists, primary screen, CHO-K1 cells, Fluo-8 calcium fluorescence, 1536-well; Muscarinic acetylcholine receptor M1 (Homo sapiens), P11229; CHO-K1 hM1, ACh EC80 antagonist; inhibition, % at 3 µM; 360,000 compounds, 1.3% hits; AID 588852, 2011;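 active = percent inhibition above its own plate's cutoff, namely the mean of that plate's compound wells plus 3 SD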;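 note: peak over basal fluorescence ratio during 140 s after agonist addition; 0% = ACh EC80 plus DMSO and 100% = DMSO alone without agonist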
CHRM1 PAM: human M1 muscarinic receptor positive allosteric modulators, primary screen, CHO-K1 cells, Fluo-8 calcium fluorescence, 1536-well; Muscarinic acetylcholine receptor M1 (Homo sapiens), P11229; CHO-K1 hM1, ACh EC20; 0% = ACh EC20, 100% = maximal ACh; activation, % at 3 µM; 360,000 compounds, 0.088% hits; in the data active = activation above about 19%, passing the limit was not always enough
CHRM5 antagonist: human M5 muscarinic receptor antagonists, primary screen, CHO cells, Fluo-8 calcium fluorescence; Muscarinic acetylcholine receptor M5 (Homo sapiens), P08912; CHO-hM5 cells, ACh EC80; inhibition, % at 3 µM; 360,000 compounds, 0.59% hits; AID 624040, 2012;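 active = inhibition above a per-plate cutoff, the mean of that plate's test compounds plus 3 SD, cut at about 27% in these data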;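 note: 0% = acetylcholine EC80 with DMSO and 100% = DMSO without agonist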
Target sequence (P08912 whole entry, looked up): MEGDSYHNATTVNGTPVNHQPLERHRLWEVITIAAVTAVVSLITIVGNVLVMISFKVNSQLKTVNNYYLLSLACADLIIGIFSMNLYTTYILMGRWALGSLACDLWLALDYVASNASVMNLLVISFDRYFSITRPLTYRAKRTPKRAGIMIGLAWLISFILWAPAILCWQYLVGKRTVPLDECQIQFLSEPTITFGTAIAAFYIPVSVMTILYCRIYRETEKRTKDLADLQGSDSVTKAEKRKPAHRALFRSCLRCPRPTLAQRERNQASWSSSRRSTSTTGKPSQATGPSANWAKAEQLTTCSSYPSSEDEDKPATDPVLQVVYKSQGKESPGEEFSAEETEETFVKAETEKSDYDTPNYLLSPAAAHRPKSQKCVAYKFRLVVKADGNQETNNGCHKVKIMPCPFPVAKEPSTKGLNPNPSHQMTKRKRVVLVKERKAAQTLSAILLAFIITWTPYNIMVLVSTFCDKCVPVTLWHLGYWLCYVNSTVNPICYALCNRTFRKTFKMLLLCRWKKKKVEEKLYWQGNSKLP
M5 ag: human M5 muscarinic receptor agonists, primary screen, CHO-K1 cells, Fluo-8 calcium fluorescence | Muscarinic acetylcholine receptor M5 (Homo sapiens), P08912 | CHO-K1 hM5 cells; 0% DMSO wells, 100% maximal acetylcholine response | activation, % at 3 µM | 360,000 compounds, 0.19% hits;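 active = activation above the run's mean over test compounds plus 3 SD, cut at about 23% in these data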;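 note: signal is peak over basal fluorescence ratio across the kinetic read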
TAAR1 agonist: human TAAR1 agonists, primary screen, Fluo-8 calcium fluorescence, CHO RD-HGA16 cells; Trace amine-associated receptor 1 (Homo sapiens), Q96RJ0; vehicle wells 0%, saturating PEA agonist 100%; activation, % at 3 µM; 360,000 compounds, 0.99% hits;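 active = activation above the mean activation of all test compounds in the run plus 3 SD, cut at about 38% in these data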
Target sequence (Q96RJ0 whole entry, looked up): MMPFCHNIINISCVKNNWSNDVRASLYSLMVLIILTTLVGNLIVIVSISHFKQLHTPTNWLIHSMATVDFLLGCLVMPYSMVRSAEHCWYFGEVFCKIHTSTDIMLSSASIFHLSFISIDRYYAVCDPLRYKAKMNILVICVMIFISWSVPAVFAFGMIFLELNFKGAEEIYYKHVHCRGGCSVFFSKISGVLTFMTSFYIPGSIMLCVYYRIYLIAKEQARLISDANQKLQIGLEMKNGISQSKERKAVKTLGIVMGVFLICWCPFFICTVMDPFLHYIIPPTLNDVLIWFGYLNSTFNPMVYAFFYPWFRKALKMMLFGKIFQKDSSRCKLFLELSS
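Assay system: CHO-derived RD-HGA16 cells with stable Gα16 and human TAAR1; timing: 17-24 h seeding, 75 min 37 °C dye, 30 min RT; read-out: % activation from peak over basal fluorescence ratio, DMSO-to-PEA scaled; measured by: kinetic Fluo-8 calcium fluorescence; benchmarks: low control DMSO, high control PEA (EC100); doses: 3 µM single concentration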
CHRM4 agonist: human M4 muscarinic receptor agonists, primary screen, CHO-K1 cells, Fluo-8 calcium fluorescence | Muscarinic acetylcholine receptor M4 (Homo sapiens), P08173 | CHO-K1 hM4/Gqi5; vehicle 0%, full acetylcholine response 100% | activation, % at 3 µM | 360,000 compounds, 0.14% hits | AID 624127, 2012;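 active = activation above the run mean over all test wells plus 3 SD, cut at about 32% in these data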;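 note: peak over basal fluorescence ratio per well then scaled between controls; 0% = DMSO wells and 100% = acetylcholine at EC100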
CHRM1 agonist: human M1 muscarinic receptor agonists, primary screen, Fluo-8 calcium fluorescence, CHO-K1 cells, HTS; activation, % at 3 µM; CHO-K1 hM1, agonist mode; 0% DMSO, 100% acetylcholine EC100; 360,000 compounds, 0.33% hits; AID 588814, 2011;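 active = activation above the run's mean compound activation plus 3 SD, cut at about 16% in these data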;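 note: peak over basal fluorescence ratio within a 140 s kinetic read after compound addition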
CHRM4 antagonist: human M4 muscarinic receptor antagonists, primary screen, CHO cells, Fluo-8 calcium fluorescence. Muscarinic acetylcholine receptor M4 (Homo sapiens), P08173. CHO-hM4 cells, ACh EC80. inhibition, % at 3 µM. 360,000 compounds, 0.73% hits;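 active = inhibition above its plate's cutoff, the mean inhibition of sample wells plus 3 SD, cut at about 27% in these data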;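 note: 0% = acetylcholine EC80 with DMSO and 100% = DMSO without agonist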
CHRM5 PAM: human M5 muscarinic receptor positive allosteric modulators, primary screen, CHO-K1 cells, Fluo-8 calcium fluorescence; Muscarinic acetylcholine receptor M5 (Homo sapiens), P08912; CHO-K1 hM5, ACh EC20 PAM; 0% = ACh EC20, 100% = ACh EC100; activation, % at 3 µM; 360,000 compounds, 0.3% hits; AID 624038, 2012;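 active = activation above the run cutoff, the mean activation of all test compounds plus 3 SD, cut at about 18% in these data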
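System – CHO-K1 hM5 cells · Compound – 3 µM, single dose · Incubation – compound preincubation 140 s before EC20 acetylcholine addition · Technique – Fluo-8 calcium fluorescence · Measure – Max/basal fluorescence ratio as % of EC20–EC100 ACh window · Benchmarks – low control EC20 acetylcholine (0%), high control EC100 acetylcholine (100%) · Replication – singlicate, one well per test compound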
Numbers without * were called inactive; . = not tested or not shown.

SMILES	CHRM1 antagonist	CHRM1 PAM	CHRM5 antagonist	M5 ag	TAAR1 agonist	CHRM4 agonist	CHRM1 agonist	CHRM4 antagonist	CHRM5 PAM
COCCNC(=O)[C@@H]1CCCN1C(=O)C1CCN(S(=O)(=O)c2ccc(C)cc2)CC1	-3	3	6	-2	3	0	2	-5	-2
Cc1cc(C)n2nc(CC#N)c(C#N)c2n1	-15	16	-10	-2	0	1	-7	-4	-2
S=C(NCc1ccc(Cl)c(Cl)c1)Nc1ccc2c(c1)OCO2	-7	6	4	-2	0	1	-3	0	-4
COc1ccc(NC(=O)Cn2ncn3c(cc4ccccc43)c2=O)c(OC)c1OC	-5	10	5	-6	2	1	-1	-1	0
CCCCN(C(=O)Cc1ccc2c(c1)OCCO2)c1c(N)n(CC(C)C)c(=O)[nH]c1=O	1	1	5	6	8	2	1	-4	-1
Cc1c(C#N)c2ncn(CCCN(C)C)c(=O)c2n1-c1ccccc1	-9	5	4	0	6	1	-4	-1	4
O=C(CSc1nnc(CNC(=O)c2ccccc2F)o1)c1ccc(Cl)cc1	3	-2	-8	-3	7	8	0	-1	-11
Cn1ncc(Br)c1C(=O)N1CCN(C(=O)c2ccco2)CC1	0	-1	1	1	1	2	-6	12	-3
Cc1ccc(-c2noc(CCC(=O)NCC3CCN(Cc4cccc(C)c4)CC3)n2)cc1	12	-9	-3	-2	6	8	-1	-4	-12
CC(=O)N(C)c1ccc(NC(=O)Nc2ccc(C)c(C)c2)cc1	27*	-18	29*	4	34	19	1	31*	-19
NS(=O)(=O)c1ccc(CCNC(=O)/C=C/c2ccccc2[N+](=O)[O-])cc1	-4	5	0	-6	-1	0	-12	12	-1
O=C(NCCSc1ccccc1)c1cccnc1	-19	12	8	0	7	2	-1	7	4
Nc1nc(=O)n(C2CCC(CO)O2)cc1F (stereo unspecified)	.	.	6	0	0	2	.	-5	-6
COc1ccccc1/C=C/C=N/n1c(-c2ccc(Cl)cc2)n[nH]c1=S	-27	12	-9	5	2	0	0	-14	4
Cc1ccccc1CSc1nnc([C@@H]2CCCN2)o1	-18	23	5	1	0	1	-2	4	6
CCOC(=O)N1CCC(NC(=O)c2cc3c(-c4ccc(OC)c(OC)c4)nn(C)c3s2)CC1	12	-4	-1	-4	4	2	-4	-1	-3
CN(CCO)c1cc(Sc2nc3ccccc3s2)c2nonc2c1[N+](=O)[O-]	25	-11	21	1	18	4	-2	93*	-13
CCCC/C=C1/CCC(CN(C)C)C1=O (stereo unspecified)	-15	10	7	0	.	1	2	-12	-13
O=C(N/N=C/c1ccc(Cl)c([N+](=O)[O-])c1)c1cc(-c2ccccc2)nc2ccccc12	-7	12	-12	4	2	1	-4	3	9
COc1ccccc1CN1CCCCC1C(=O)O (stereo unspecified)	3	-10	19	1	3	13	-5	-6	-14
CCCS(=O)(=O)NC(=O)C1(C)CCCN(C(=O)c2ccccc2F)C1 (stereo unspecified)	1	-5	3	0	2	0	-1	-14	-2
CC(=O)c1c(C)[nH]c(C(=O)Nc2nccs2)c1C	-2	5	10	-1	6	2	-1	-2	3
Cc1cc(C)c(S(=O)(=O)N(CC(=O)O)C2CCCCC2)c(C)c1	-7	4	-6	-3	2	0	-2	20	0
O=c1[nH]c(N2CCOCC2)cc2ccccc12	6	0	1	1	1	0	-5	13	0
Cc1ccc(C(C)C)cc1OCC(=O)Nc1ccc(-n2cnnn2)cc1	-9	5	15	-2	2	10	0	1	-16
CCOc1ccc(NCC(=O)N/N=C/C=C/c2ccccc2)cc1	-6	10	-6	3	2	1	-8	-1	-2
N/C(=N\OC(=O)CCC1CCCC1)c1ccccn1	-9	0	-2	-2	0	-1	-5	-8	2
O=C(NNC(=O)c1ccccc1F)c1ccc(-n2cncn2)c([N+](=O)[O-])c1	36*	-12	7	-1	2	0	1	3	0
CCCn1c(=O)c(C(=O)Nc2ccccc2C(=O)OCC)c(O)c2ccccc21	9	-6	7	-1	.	0	-3	1	1
N#Cc1c(NC(=O)Cn2nc(C(F)(F)F)c3c2CCCC3)sc2c1CCC2	0	2	-2	-2	3	1	-3	15	5
COc1ccc(-c2cn(-c3ccc(C)cc3)c(=O)n2CC(=O)Nc2ccc(OC)c(OC)c2)cc1	3	1	2	-6	9	6	-1	4	-22
CCOc1ccc(NC(=O)CSc2ccc(-c3cccnc3)nn2)cc1	-5	-7	5	-2	0	2	-4	0	-3
COc1ccc(C2N(c3ccc(C)cc3)CCN2c2ccc(C)cc2)cc1O	3	1	-1	-4	-2	1	-14	-12	-1
Cc1nc2sc(C(c3ccccc3)N3CCN(CCO)CC3)c(O)n2n1 (stereo unspecified)	16	-8	2	0	3	1	-4	2	-11
CCn1c(Nc2ccccc2Cl)nc2ccccc21	-2	0	-12	-3	4	7	-6	-1	1
CC1CCCC(C)N1C(=O)Nc1cccc(Cl)c1 (stereo unspecified)	-14	19	-2	1	4	2	-4	14	2
NC(=O)Cc1ccc2c(c1)[nH]c1ccccc12	-11	21	9	-3	9	1	2	4	3
Cn1c(CCN2CCCC2)nc2cc(NS(=O)(=O)c3ccccc3)ccc21	35	-18	8	-8	3	8	-3	17	-1
CCn1c2ccccc2c2cc(/C=N/NC(=O)c3ccncc3)ccc21	-2	4	5	-1	13	2	-3	-4	-1
CCN(CC)S(=O)(=O)c1cccc(C(=O)N2CCCc3ccccc32)c1	1	-4	-1	-6	-1	2	-3	-1	4
CCOC(=O)NC(NS(=O)(=O)c1ccccc1)(C(=O)OCC)C(F)(F)F (stereo unspecified)	3	4	-1	-1	10	1	-3	2	3
C=CCn1c(SCC(N)=O)nnc1-c1cc2c(s1)CCC(CC)C2 (stereo unspecified)	-12	16	-10	-4	-2	-1	-12	-11	4
O=C(Cn1ccc(NC(=O)OCc2ccccc2)nc1=O)NCCc1ccccn1	5	4	-3	3	2	2	-3	12	8
Cc1ccc(NC(=S)NCc2cccnc2)cc1	2	4	-7	-3	6	1	-2	1	2
Cc1nc2c(OCc3ccc(F)c(F)c3)cccn2c1N(C)C(=O)CCC1CCCC1	14	-19	7	-1	2	11	-6	-3	-12
CCc1nc(N2CCCCC2C(=O)O)c2oc3ccccc3c2n1 (stereo unspecified)	-9	5	6	3	-4	0	-1	3	-4
O=C1COc2cc(O)ccc21	2	0	6	4	3	1	-3	-2	4
O=C(NNC1CC(=O)N(c2ccccc2)C1=O)c1cccnc1 (stereo unspecified)	1	-2	12	0	1	1	-3	8	-4
CSc1ncccc1C(=O)NCc1nnc2ccccn12	-5	12	8	4	2	0	1	5	4
Cc1coc2cc3oc(=O)c(CCC(=O)NCCN4CCOCC4)c(C)c3cc12	-11	5	0	8	2	7	-5	-3	-1
C=CCN1C=C2C(=O)C(C)(OC(=O)C3CCCC3)C(=O)C(c3ccccc3)=C2C=C1CCCC(=O)OC (stereo unspecified)	-5	4	-11	3	4	2	-7	-14	13
Oc1c(C2=NCCNC(C(F)(F)F)=C2)ccc2ccccc12	2	8	-8	-1	7	5	-5	-6	6
O=C(OCC(=O)N1CCOCC1)C(c1ccccc1)c1ccccc1	17	-7	-5	-2	9	1	-3	10	6
CCCc1[nH]n(-c2ccc([N+](=O)[O-])cc2)c(=O)c1C=NCCc1ccc(OC)c(OC)c1	-8	12	-1	-5	5	1	-10	-9	-5
COCCn1cnc2c1c(=O)n(Cc1ccc(C#N)cc1)c(=O)n2Cc1ccccc1	-16	10	17	-3	5	1	-2	-5	-2
COc1cccc(NC(=O)C2(C)CCCN(C(C)C)C2)c1 (stereo unspecified)	-12	2	-12	0	4	0	-5	-21	2
N#Cc1ccc(C23CC4(C2)[C@H](CN(CC2CCCCC2)[C@@H]4c2ccccc2)C3c2ccc(Cl)nc2)cc1 (stereo partly specified)	5	-4	9	-2	-1	1	-9	15	-6
CN=Cc1c(NC)nc2c(C)cccn2c1=O	-14	6	0	-4	12	0	-4	-5	7
CSCCC1NC(=O)N(CC(=O)Nc2ccc(Br)cc2Br)C1=O (stereo unspecified)	-6	5	8	-3	8	1	-3	-2	-3
CCOC(=O)[C@]12Cc3c(cc(OC)c(OC)c3OC)[C@H]1N(Cc1ccccc1)C(=O)c1cc(OC)ccc12	.	.	4	0	-1	-2	.	6	-3

Molecules from the list above with bromine:
SMILES	CHRM1 antagonist	CHRM1 PAM	CHRM5 antagonist	M5 ag	TAAR1 agonist	CHRM4 agonist	CHRM1 agonist	CHRM4 antagonist	CHRM5 PAM
Cn1ncc(Br)c1C(=O)N1CCN(C(=O)c2ccco2)CC1	0	-1	1	1	1	2	-6	12	-3
CSCCC1NC(=O)N(CC(=O)Nc2ccc(Br)cc2Br)C1=O (stereo unspecified)	-6	5	8	-3	8	1	-3	-2	-3

Later entries:
SMILES	CHRM1 antagonist	CHRM1 PAM	CHRM5 antagonist	M5 ag	TAAR1 agonist	CHRM4 agonist	CHRM1 agonist	CHRM4 antagonist	CHRM5 PAM
O=C(CN1C(=O)C2CC=CCC2C1=O)NC1=NCCS1 (stereo unspecified)	-15	9	1	1	4	1	-3	-1	-4
O=C1Nc2ccccc2CCC1Sc1nnc(-c2ccc(Cl)cc2)s1 (stereo unspecified)	-14	7	0	-1	5	0	-6	0	-4
O=C(Nc1cccc2cccc(NC(=O)c3ccco3)c12)c1ccco1	-4	-8	-3	3	0	3	0	2	6
CCc1nc(N2CCN(C(=S)NCCCOC)CC2)c2c3c(sc2n1)CCCC3	-6	-6	18	-18	0	8	-7	-10	-5
CC(C)NC(=S)NCc1cccs1	3	2	9	-1	1	-1	-1	-3	1
Cc1cc(C)c2c(NC(=O)CCl)nn(C)c2n1	-5	6	8	3	1	1	-3	1	4
N#C/C(=C/C1=C(N2CCOCC2)C(=C/c2cccc([N+](=O)[O-])c2)/CC1)C(=O)Nc1ccccc1F	-2	-2	15	2	1	1	0	2	-6
COc1ccc(N(CC(=O)Nc2ccccc2C(=O)N2CCOCC2)S(=O)(=O)c2ccc(F)cc2)cc1	-4	4	-7	2	7	5	-4	-5	-7
CCOC(=O)C(NC(=O)c1ccccc1F)(Nc1cc(C)on1)C(F)(F)F (stereo unspecified)	1	2	0	0	0	0	-6	9	-1

An excerpt; count on the stated rates, not on these rows.
